# UGM FP inh = Mtb UDP-galactopyranose mutase inhibition; inhibition, % at 10 µM; purified UGM, fluorescence polarization probe displacement; P9WIQ1; 0.06% of 320,000 active; in the data active means inhibition above about 10%, passing the limit was not always enough; inconclusive means no clear call, values can overlap the other calls
# Target sequence (P9WIQ1 whole entry, looked up): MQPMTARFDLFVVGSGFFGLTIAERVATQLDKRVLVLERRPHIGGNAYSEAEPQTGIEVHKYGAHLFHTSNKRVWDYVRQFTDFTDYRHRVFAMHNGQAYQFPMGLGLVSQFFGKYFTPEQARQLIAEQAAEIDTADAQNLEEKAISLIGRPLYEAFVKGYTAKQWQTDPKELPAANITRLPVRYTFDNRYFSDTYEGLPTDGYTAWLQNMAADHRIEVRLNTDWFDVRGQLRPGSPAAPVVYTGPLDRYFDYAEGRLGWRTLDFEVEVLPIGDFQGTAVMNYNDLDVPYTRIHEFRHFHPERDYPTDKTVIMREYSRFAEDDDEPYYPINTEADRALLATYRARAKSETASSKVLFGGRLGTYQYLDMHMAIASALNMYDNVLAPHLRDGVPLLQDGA
# FBA Mtb inh = Mtb fructose-bisphosphate aldolase inhibition; purified M. tuberculosis FBA, fluorescence read-out; inhibition, % at 1 µM; 2.3% of 360,000 active; AID 588726; in the data active means inhibition above about 27%;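 further: 0% = vehicle and 100% = reference inhibitor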
# Target sequence (P9WQA3 whole entry, looked up): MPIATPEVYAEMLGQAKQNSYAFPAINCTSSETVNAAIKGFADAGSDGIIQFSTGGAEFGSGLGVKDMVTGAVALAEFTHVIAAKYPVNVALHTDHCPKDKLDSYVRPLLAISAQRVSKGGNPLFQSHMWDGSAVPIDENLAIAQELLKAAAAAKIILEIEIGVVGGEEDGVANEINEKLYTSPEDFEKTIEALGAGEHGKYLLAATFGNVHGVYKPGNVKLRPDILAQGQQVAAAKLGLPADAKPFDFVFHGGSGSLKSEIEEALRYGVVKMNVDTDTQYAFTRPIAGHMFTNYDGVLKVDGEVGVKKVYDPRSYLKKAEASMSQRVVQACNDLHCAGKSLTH
# BoNT F protease = BoNT F light chain protease inhibition; Multiplex microsphere protease cleavage assay, flow cytometry; inhibition, % at 10 µM; 0.22% of 360,000 active; AID 588497; in the data active means inhibition above about 35%, passing the limit was not always enough; inconclusive means no clear call, values can overlap the other calls; further: plate controls were buffer without enzyme for full effect and enzyme alone for no effect
# Mtb BioA inh = inhibitors of Mycobacterium tuberculosis BioA enzyme; 0.096% of 360,000 active; purified M. tuberculosis BioA enzyme, plate reader; AID 602481; inhibition, % at 9.99 µM; in the data active means inhibition above about 40%; inconclusive means no clear call, values can overlap the other calls
# PrPC surface inh = reduces human prion protein on the cell surface; cell surface PrPC, TR-FRET read-out; inhibition, % at 13.8 µM; 0.43% of 370,000 active; in the data active means inhibition above about 24%; further: 0% = median of the test wells and 100% = reference compound wells
# GDH-TPI inh = inhibits GDH-TPI coupling enzymes, artifact for Mtb FBA screen; GDH-TPI coupled enzyme counterscreen, NADH absorbance; inhibition, % at 4.8 µM; 1.2% of 360,000 active; AID 588335;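 further: 0% = DMSO wells and 100% = wells lacking the enzyme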
# CCHF vOTU inh = CCHFV vOTU protease inhibition; inhibition, % at 11.5 µM; 0.55% of 370,000 active; Pep-AMC fluorescence; further: 0% = vehicle wells with enzyme and 100% = no enzyme wells
# FadD28 binding = blocks FadD28 binding to the bisubstrate probe. fluorescence polarization. inhibition, % at 12.5 µM. 0.22% of 360,000 active; in the data active means inhibition above about 8.5%, passing the limit was not always enough; inconclusive means no clear call, values can overlap the other calls
# BoNT-A LC inh2 = BoNT A light chain protease inhibition | multiplex microsphere protease substrate cleavage, flow cytometry | inhibition, % at 10 µM | AID 588499 | 0.17% of 360,000 active; in the data active means inhibition above about 30%; inconclusive means no clear call, values can overlap the other calls; further: plate controls were buffer without enzyme for full effect and enzyme alone for no effect
# An asterisk follows results filed as active; ? = inconclusive; · = no result given. Unless noted, no stated cut-off is given here; in the data, active means inhibition above about 30%; inactive means the rest.
SMILES,UGM FP inh,FBA Mtb inh,BoNT F protease,Mtb BioA inh,PrPC surface inh,GDH-TPI inh,CCHF vOTU inh,FadD28 binding,BoNT-A LC inh2
COc1ccc(NC2CCCN(C(=O)c3ccc4nccnc4c3)C2)cc1OC (stereo not drawn),0.6,-1,-1,-1.3,-5,13,-3,-0.8,-0.2
CSc1ccc(/C=N/Nc2cccc(C(=O)O)c2)cc1,·,5,-8,·,·,11,·,13*,-3.5
CCCCCCN(C(=O)CCCN1C(=O)NC(c2ccc(-c3ccccc3)cc2)C(C(=O)OCc2ccccc2)=C1C)C(C)C(=O)NCCCC (stereo not drawn),·,-3,0,-0.9,-7,5,29,-0.1,-0.3
CC1(C)NC(=O)N(CC(=O)Nc2ccc(-n3cnnn3)cc2)C1=O,0.4,3,-2,-1.3,3,8,-6,-0.3,0.0
Cc1ccc(C)c(NC(=O)C2CC(Cl)=CCC2C(=O)O)c1 (stereo not drawn),0.9,3,4,0.0,-7,7,-12,-1.6,0.5
CC(C)CNC(=O)COC(=O)/C=C/c1ccco1,1.2,-3,0,·,-5,7,-1,-2.3,-0.4
CC(C)CC(=O)N1CCN(S(C)(=O)=O)CC1,1.4,1,2,·,1,2,9,0.3,0.2
COc1ccc(-c2nnc(CSc3ncnc4sc5c(c34)CCC5)o2)cc1OC,·,3,-9,0.1,6,-11,-17,3.5,1.2
Cc1cc(C(=O)NN=Cc2ccc(-c3ccc(F)cc3)o2)c(C)o1,-0.4,5,-2,-0.6,2,53*,0,0.5,0.1
COC(=O)c1cc(NCc2c(F)cccc2Cl)ccc1N1CCOCC1,2.7,1,-3,·,0,-4,12,-2.5,-1.0
O=C(COc1ccc(S(=O)(=O)N2CCOCC2)cc1Cl)N1CCCC1,1.3,0,-24,-0.5,0,12,-10,-2.0,0.9
COc1ccc(Nc2cc(C)nc3ncnn23)c(OC)c1,-2.7,-2,-4,1.6,2,-4,-2,-4.2,0.1
CCOC(=O)C1(Cc2ccccc2Cl)CCN(S(=O)(=O)N(C)C)CC1,-2.0,0,-6,·,2,1,14,-1.2,-0.4
COc1ccccc1CNC(=O)C1CC(c2c(Cl)cccc2Cl)=NO1 (stereo not drawn),1.9,-1,-8,-0.9,2,1,15,-0.4,0.2
Nc1nc(SCC(=O)Nc2cccc(S(=O)(=O)N3CCCCCC3)c2)n[nH]1,0.0,-5,-2,·,-1,1,-21,-3.3,-0.8
Cc1ccc(Nc2nc(C)nc3c2oc2ccccc23)cc1,-4.0,3,-1,·,2,23,-3,-3.0,0.6
CCOc1ccc(CCN2C(=S)N([C@@H](CC(C)C)CN3CCCC3CN3C(=S)NC[C@@H]3CC(C)C)C[C@@H]2CC(C)C)cc1 (stereo partly drawn),·,-1,-24,0.6,8,8,2,1.6,-1.7
CCOc1ccc(S(=O)(=O)NCCC(=O)N2CC(C)OC(C)C2)cc1 (stereo not drawn),2.2,2,-11,·,-1,-1,-5,-1.2,-3.5
O=c1[nH]nc(CNc2ccc(Cl)cc2Cl)c2ccccc12,-0.2,0,1,-0.9,7,1,-1,-1.0,-0.3
O=C1COc2ccc(C(=O)COC(=O)CCc3ccc(S(=O)(=O)N4CCOCC4)cc3)cc2N1,1.5,-1,-6,0.2,-4,-3,5,-2.6,-0.1
COc1ccccc1-c1nnc(NC(=O)OCC(C)C)s1,0.1,14,12,-1.5,3,9,-6,0.0,0.2
Cn1c(CC(=O)Nc2ccccc2Cl)nnc1SCC(=O)NC1=NCCS1,1.2,3,-2,-2.2,3,0,-6,-1.1,-3.4
CN(CC(=O)Nc1cccc(F)c1)C(=O)Cc1ccsc1,·,3,-4,0.1,-9,2,8,-0.3,0.8
CCN(CC(=O)NCc1cccs1)C(=O)CCOc1ccccc1,-1.7,8,2,-0.2,6,3,-16,-0.4,-0.2
O=C(Nc1ccc(Br)cc1)Nn1cnnc1,-3.1,3,-14,0.4,0,-5,9,0.4,-5.5
Cc1cc(OCc2n[nH]c(=S)n2-c2ccccc2)ccc1Cl,8.2,1,16,0.5,7,-5,3,-0.4,0.8
COc1cc(OC)cc(C(=O)NC(=S)NCc2ccco2)c1,-0.1,0,-3,·,·,8,·,-2.1,?
O=C(OCC(O)CN1CCCCC1)C12CC3CC(CC(C3)C1)C2 (stereo not drawn),3.4,-1,-3,-1.4,3,-3,8,-1.5,0.6
COc1ccc(CN(CC2CCCO2)C(=O)c2cc3sccc3n2C)c(OC)c1 (stereo not drawn),-3.4,-3,-9,·,-7,4,12,-2.1,0.4
Cc1cc(C)nc(N/N=C/c2ccccc2OCc2cccc(Br)c2)n1,4.0,1,-11,-1.7,-2,12,-3,-3.0,-1.0
Cc1ccc(Cn2cc(SCC(=O)Nc3nccs3)c3ccccc32)cc1,-0.9,2,-11,-2.5,-9,19,10,-0.5,-0.7
Cc1ccc(S(=O)(=O)N2CCN(C(=O)c3ccc4nc[nH]c4c3)CC2)cc1,0.7,4,0,0.9,-2,0,-11,-2.1,0.1
CC(C)(C)c1ccc(C(=O)NCC(=O)OCC(=O)N2CCCC2)cc1,-1.5,0,1,-0.9,7,-4,14,0.6,4.6
O=C1[C@@H]2C(Cc3ccc(O)cc3)NC3(C(=O)Nc4ccc(F)cc43)[C@@H]2C(=O)N1c1ccccc1 (stereo partly drawn),2.7,-4,-17,1.0,-5,2,-3,-0.4,0.1
CCC(c1nnnn1Cc1ccco1)N(CCc1ccccc1)Cc1cc2cccc(C)c2[nH]c1=O (stereo not drawn),-1.0,8,-18,-2.2,9,21,8,-0.1,1.2
COC(=O)c1ccsc1NC(=O)C1COc2ccccc2O1 (stereo not drawn),-0.4,8,0,-0.1,2,0,0,-0.1,-0.6
CCOc1ccc(C(=O)OCC(=O)N(Cc2ccccc2)Cc2ccccc2)cc1OC,1.3,0,-3,-0.2,-2,1,9,-0.4,1.1
COC(=O)Cn1c2ccc(OC)cc2c2nc3ccccc3nc21,1.3,-3,2,-0.8,0,22,-5,-2.7,2.6
O=C(c1cc(S(=O)(=O)N2CCOCC2)ccc1F)N1CCN(Cc2ccccc2)CC1,1.8,-2,-16,1.6,1,-7,0,0.2,-2.1
COC1=C(Nc2ccccc2)C(=O)c2ccccc2C1=O,1.0,-5,-4,·,2,0,15,-2.4,-0.7
COc1ccccc1CNC(=O)C1CCC(CNS(=O)(=O)c2ccc(F)cc2)CC1 (stereo not drawn),-1.4,6,-13,-1.9,1,2,4,-1.3,-5.3
COc1cc(OC)cc(-c2oc(=O)c3cc(OC)c(OC)cc3c2C#CCCCO)c1,-0.9,2,-1,-1.0,1,8,2,1.1,-0.5
CCOC(=O)CCc1c(C(=O)OCC)[nH]c(CC)c1C(=O)OCc1ccccc1,1.0,-3,-3,0.7,2,-3,11,-2.6,0.1
CC1CN(C(=O)CSc2nc(N)cc(N)n2)CC(C)O1 (stereo not drawn),-1.0,0,-1,-1.5,4,9,-15,-2.9,-0.1
O=C(CN(C(=O)c1csnn1)c1ccc(Cl)cc1)NC1CCCC1,0.2,-2,-9,1.4,9,0,5,-5.8,0.7
Cc1ccc(S(=O)(=O)/C=C2\NC(=O)CS2)cc1,-1.7,0,-2,-1.0,-3,-7,13,-3.6,0.3
CCOC(=O)COc1ccc(S(=O)(=O)Nc2ccc3c(c2)OCCO3)cc1,-2.0,2,-3,·,4,-2,-10,-5.9,1.0
CSc1ccc(CNC(=O)C2CCC(=O)N(CCc3cccc(F)c3)C2)cc1 (stereo not drawn),-1.2,0,0,-0.5,6,-2,-16,-0.2,2.1
CCc1ccc(S(=O)(=O)NCC(O)COc2ccc(OC)cc2)cc1 (stereo not drawn),-3.5,4,-6,4.6,-3,1,7,-0.8,-0.3
COc1ccc(NC(=O)c2ccc(NC(=O)CN3CCN(c4ccccc4OC)CC3)cc2)cc1,·,1,0,-0.6,-6,6,2,-0.8,-0.3
O=C1CN(C(=O)c2ccccc2Br)C(c2ccc(F)cc2)c2cc(F)ccc2N1 (stereo not drawn),0.4,4,3,-4.6,-5,-6,8,0.1,0.9
CCn1c(-c2csc3c2CCC(C)C3)n[nH]c1=S (stereo not drawn),1.4,0,-2,·,3,-12,-9,-3.9,0.2
CSc1cccc(NC(=S)N(Cc2ccccc2)Cc2ccccn2)c1,-0.1,-2,-3,·,8,2,15,-2.8,-1.0
CCN(C[C@H]1N[C@@](CC)(C(=O)OC)[C@H]2C(=O)N(Cc3ccccc3)C(=O)[C@@H]12)S(=O)(=O)c1ccccc1,1.5,-1,-3,-0.3,-1,-3,6,-2.5,-0.6
C#CCN1C(=O)S/C(=C\c2ccc(N3CCOCC3)cc2C)C1=O,4.5,-7,1,·,0,6,-6,0.0,0.0
O=C(CSc1nnc(NC(=O)C2CC(=O)N(c3ccc(F)cc3)C2)s1)NC1CCCC1 (stereo not drawn),0.4,1,0,0.3,-2,-2,-3,-2.0,1.8
CCOc1ccc(NC(=O)NCc2cccn2C)cc1,1.2,5,20,-1.2,-8,16,4,-0.3,-0.5
CC1Sc2ccc(S(=O)(=O)CCC(=O)N3CCN(c4ccccc4)CC3)cc2NC1=O (stereo not drawn),0.2,0,0,0.3,-6,-8,-1,-0.7,-0.1
CC(=O)Nc1ccc(C(=O)NNC(=O)c2ccccc2-n2cccc2)cc1,-3.4,2,0,-0.6,-5,-5,-8,0.2,2.1
COc1cc(N2CCCC2)c(OC)cc1C=O,2.6,1,-30,·,-2,15,10,-2.1,0.2
# Next section.
SMILES,UGM FP inh,FBA Mtb inh,BoNT F protease,Mtb BioA inh,PrPC surface inh,GDH-TPI inh,CCHF vOTU inh,FadD28 binding,BoNT-A LC inh2
O=S(=O)(Cc1ccccc1)N1CCc2ccccc2C1,1.6,2,-5,-0.7,-1,-4,-3,-1.5,?
CCOC(=O)c1cc(NC(=O)c2cccnc2)ccn1,-0.4,7,?,·,8,20,8,-1.1,-3.8
c1csc(-c2nnc(NC3CCCCC3)c3ccccc23)c1,0.7,4,-4,4.3,-7,23,18,-4.5,3.2
Cc1cc(C(=O)COC(=O)c2ccc(O)cc2)c(C)n1CCc1ccc(F)cc1,-1.1,6,1,0.5,-8,2,21,-2.7,-0.4
CCOC(=O)N1CCC(N2C(=O)c3ccccc3C2Nc2ccccc2C)CC1 (stereo not drawn),-3.1,-2,4,1.2,-5,-9,4,-3.8,-0.2
Cc1cc(C)c(S(=O)(=O)NC2CC2)c(C)c1,0.6,0,22,-1.9,-3,1,8,-2.3,0.1
CC(=O)Nc1ccc(NC(=O)CSc2nnc(C)c(=O)n2N)cc1,0.4,1,1,0.2,1,5,3,0.6,-1.2
Cc1[nH]n(-c2ccccc2)c(=O)c1/C=N/NC(=O)c1ccccc1F,-2.2,3,-3,-0.5,15,2,-7,-2.1,-0.3
Cc1ccc(-c2noc(CN(C(=O)CCCCCN3C(=O)c4ccccc4C3=O)C(C)C)n2)cc1,1.2,-4,4,-1.4,-10,0,6,-3.7,0.2
COc1cc2c(cc1OC)CN(CC(=O)Nc1ccc(C#N)cc1)CC2,-0.7,2,4,·,-1,7,0,-2.1,-1.1

# A section from the list above, for reference:
SMILES,UGM FP inh,FBA Mtb inh,BoNT F protease,Mtb BioA inh,PrPC surface inh,GDH-TPI inh,CCHF vOTU inh,FadD28 binding,BoNT-A LC inh2
CC(=O)Nc1ccc(NC(=O)CSc2nnc(C)c(=O)n2N)cc1,0.4,1,1,0.2,1,5,3,0.6,-1.2
Cc1[nH]n(-c2ccccc2)c(=O)c1/C=N/NC(=O)c1ccccc1F,-2.2,3,-3,-0.5,15,2,-7,-2.1,-0.3
Cc1ccc(-c2noc(CN(C(=O)CCCCCN3C(=O)c4ccccc4C3=O)C(C)C)n2)cc1,1.2,-4,4,-1.4,-10,0,6,-3.7,0.2
COc1cc2c(cc1OC)CN(CC(=O)Nc1ccc(C#N)cc1)CC2,-0.7,2,4,·,-1,7,0,-2.1,-1.1

# A second format for some results above:
mol | UGM FP inh | FBA Mtb inh | BoNT F protease | Mtb BioA inh | PrPC surface inh | GDH-TPI inh | CCHF vOTU inh | FadD28 binding | BoNT-A LC inh2
CC(=O)Nc1ccc(NC(=O)CSc2nnc(C)c(=O)n2N)cc1 | 0.4 | 1 | 1 | 0.2 | 1 | 5 | 3 | 0.6 | -1.2
Cc1[nH]n(-c2ccccc2)c(=O)c1/C=N/NC(=O)c1ccccc1F | -2.2 | 3 | -3 | -0.5 | 15 | 2 | -7 | -2.1 | -0.3
Cc1ccc(-c2noc(CN(C(=O)CCCCCN3C(=O)c4ccccc4C3=O)C(C)C)n2)cc1 | 1.2 | -4 | 4 | -1.4 | -10 | 0 | 6 | -3.7 | 0.2

# Screening results (PubChem BioAssay)
